rTrxR1 inhibitor = rat TrxR1 inhibition. hit rate 1% among 390,000. O89049. Potency, µM (titrated, usually from 114 µM), without a hit: at the top dose activity change, negative = inhibition, usual class: inhibitors. recombinant rTrxR1, NADPH fluorescence consumption, selenite substrate; note: potency is the fitted concentration of half-maximal effect; % is set by controls: 0 for no effect and ±100 for the full control effect; nearly all actives have a fitted effect of over 65% in size
Target sequence (O89049 whole entry, looked up): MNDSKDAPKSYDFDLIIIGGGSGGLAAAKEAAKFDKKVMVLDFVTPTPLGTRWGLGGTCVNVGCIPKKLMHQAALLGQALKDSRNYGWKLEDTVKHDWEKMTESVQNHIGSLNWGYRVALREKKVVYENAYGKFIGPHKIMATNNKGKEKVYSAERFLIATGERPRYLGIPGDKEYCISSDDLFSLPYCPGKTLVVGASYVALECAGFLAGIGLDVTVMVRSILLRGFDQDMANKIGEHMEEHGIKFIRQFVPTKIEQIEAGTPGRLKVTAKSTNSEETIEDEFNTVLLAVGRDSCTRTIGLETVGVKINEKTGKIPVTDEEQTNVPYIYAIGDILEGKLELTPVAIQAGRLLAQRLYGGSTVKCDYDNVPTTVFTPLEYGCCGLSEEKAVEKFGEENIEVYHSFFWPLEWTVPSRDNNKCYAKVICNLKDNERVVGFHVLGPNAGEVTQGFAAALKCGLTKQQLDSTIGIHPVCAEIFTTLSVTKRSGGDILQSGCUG
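Rat TrxR1 (90 nM in the dispensed reagent) was pre-reduced with 400 uM NADPH for 5 min at room temperature, then incubated with compound for 15 min. After 400 uM selenite was added, NADPH fluorescence (Ex 340/Em 450 nm) was followed for 8 min.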
TrxR1 substrate = substrates of rat thioredoxin reductase 1 | AID 588456 | hit rate 0.01% among 390,000 | purified TrxR1 substrate turnover, NADPH consumption readout | Potency, µM (series often up to 114 µM), inactives show top-dose activity change, negative = substrate turnover | O89049; note: potency is the fitted concentration of half-maximal effect; % is set by controls: 0 for no effect and ±100 for the full control effect; nearly all actives have a fitted effect of over 50% in size
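Rat TrxR1, dispensed at 90 nM, was prereduced with 400 uM NADPH (final) for 5 min at ~22 deg C, then incubated with compound 15 min before 400 uM selenite. A first-read NADPH fluorescence drop versus no-compound background flagged substrates.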
Glioma ERSR ind = induces the endoplasmic reticulum stress response in human glioma cells | Potency, µM, inactives show at the top dose activation, hits mostly activators | U87-MG GRP78 promoter luciferase reporter, 16 h | hit rate 0.02% among 420,000 | AID 602332; note: potency is the fitted concentration of half-maximal effect; series mostly up to about 76 µM; % of control where 0% means no effect; nearly all actives have a fitted effect of over 35% in size
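Stably transfected U87-MG human glioma cells carrying a GRP78-based luminescent sensor were seeded at 1000 cells/well, pin-dosed with compounds and incubated 16 h. Luciferase reagent was then added, and end-point luminescence was read after 10 min at room temperature.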
RGS4 inh = human RGS4 inhibition | Potency, µM (doses to about 114 µM), for the others: top-dose activity change, negative = inhibition, most hits filed as inhibitors | AID 504845 | Transcreener GDP fluorescence polarization, RGS4-accelerated GTP hydrolysis | hit rate 0.039% among 390,000; note: potency is the fitted concentration of half-maximal effect; % is set by controls: 0 for no effect and ±100 for the full control effect; nearly all actives have a fitted effect of over 75% in size; some results filed as inactive show a strong effect at the top dose
Target sequence (P49798 whole entry, looked up): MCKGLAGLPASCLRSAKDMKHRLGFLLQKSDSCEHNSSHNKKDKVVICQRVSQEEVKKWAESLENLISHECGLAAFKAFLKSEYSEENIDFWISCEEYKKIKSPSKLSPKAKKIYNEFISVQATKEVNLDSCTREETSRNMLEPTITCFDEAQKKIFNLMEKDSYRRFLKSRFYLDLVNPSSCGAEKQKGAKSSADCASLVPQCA
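MLSMR compounds (23 nl, pin-transferred) preincubated 10 min at room temperature with a 500nM (2x) first reagent, then RGS4 at 900nM (2x) plus Transcreener GDP mix added; fluorescence polarization (620/688 nm) read before and after 90 min at 30 °C.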
Vif-A3G inh = Vif-A3G binding inhibition; Q9HC16; HeLa A3G-eYFP + Vif (tagged APOBEC3G with the HIV-1 protein that degrades it), YFP fluorescence, overnight; hit rate 0.076% among 410,000; Potency, µM (top dose mostly 46.1 µM), for inactives: at the top dose activity, negative = active, usual class: inhibitors;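 note: potency is the fitted concentration of half-maximal effect; % is set by controls: 0 for no effect and ±100 for the full control effect; nearly all actives have a fitted effect of over 60% in size; hits raise eYFP signal because A3G escapes Vif-driven loss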
Target sequence (Q9HC16 whole entry, looked up): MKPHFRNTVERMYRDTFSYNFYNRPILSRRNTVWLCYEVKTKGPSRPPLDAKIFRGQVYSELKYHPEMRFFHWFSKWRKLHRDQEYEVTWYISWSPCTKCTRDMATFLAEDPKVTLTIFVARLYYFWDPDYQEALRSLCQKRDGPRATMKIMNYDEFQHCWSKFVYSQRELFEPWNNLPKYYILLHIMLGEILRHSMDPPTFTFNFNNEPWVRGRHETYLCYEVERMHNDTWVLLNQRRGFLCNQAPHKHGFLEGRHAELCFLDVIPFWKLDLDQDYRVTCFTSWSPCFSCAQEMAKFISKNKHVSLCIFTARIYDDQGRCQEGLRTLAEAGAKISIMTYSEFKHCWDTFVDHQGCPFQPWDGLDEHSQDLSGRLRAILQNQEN
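Read-out is eYFP fluorescence (Ex 488/Em 500-530) from Vif-expressing HeLa A3G-eYFP cells; more signal means A3G escaped Vif-mediated degradation. Cells plated overnight, compound pinned in, incubated overnight at 37 deg C.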
Vif-APOBEC3F blk = inhibitors of Vif-A3F interaction; HeLa A3F-eYFP + Vif (tagged APOBEC3F with the HIV-1 protein that degrades it), YFP fluorescence increase; Potency, µM (doses to about 46.1 µM), for inactives: at the highest dose activity, negative = active; hit rate 0.2% among 390,000; AID 602313; note: potency is the fitted concentration of half-maximal effect; % of control where 0% means no effect; nearly all actives have a fitted effect of over 65% in size
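HeLa cells stably expressing A3F-eYFP plus Vif, plated and incubated overnight at 37 deg C, then exposed to compounds overnight at 37 deg C. Blocked degradation read as raised yellow fluorescence (Ex 488/Em 500-530).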
LDHA block = LDHA (human) enzyme inhibition; P00338; purified LDHA, NADH/diaphorase-resazurin fluorescence; active compounds read low; activity change, % (values are at about 110 or 230 µM); hit rate 0.15% among 480,000; AID 1347041; in the data active = activity change below about -30%; inconclusive = mostly about -25% to -30%;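 note: plate controls were DMSO wells for no effect and wells without enzyme for full effect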
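Human LDH5 (2 nM) was incubated with 0.06 mM NADH and 0.2 mM pyruvate for 5 min at room temperature in Tris pH 7.4. Remaining NADH was coupled through diaphorase/resazurin, and resorufin fluorescence was read at 0 and 20 min.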
mIDH1 inhibitor = human IDH1 R132H inhibition; AID 602179; IDH1-R132H enzyme, NADPH consumption, diaphorase/resazurin fluorescence; O75874; Potency, µM (series often up to 76.6 µM), for the others: at the top dose activity change, negative = inhibition, usual class: inhibitors; hit rate 0.093% among 390,000; note: potency is the fitted concentration of half-maximal effect; % is set by controls: 0 for no effect and ±100 for the full control effect; nearly all actives have a fitted effect of over 65% in size
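IDH1-R132H (0.5 ug/mL) preincubated 30 min with compound, then NADPH (0.016 mM) and alpha-KG (2 mM) added; 80 min at RT, pH 7.5. Remaining NADPH coupled via diaphorase/resazurin to fluorescence (540/590 nm); concentration-response curves normalized to no-enzyme control.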
USP1-UAF1 inh = blocks the human USP1/UAF1 deubiquitinase complex; recombinant USP1/UAF1, Ub-Rhodamine cleavage fluorescence; AID 743255; O94782; hit rate 0.23% among 390,000; Potency, µM (titrated, usually from 57.1 µM), inactives show at the top dose activity change, negative = inhibition, most hits filed as inhibitors; note: potency is the fitted concentration of half-maximal effect; % is set by controls: 0 for no effect and ±100 for the full control effect; nearly all actives have a fitted effect of over 60% in size; inactives centre near -12
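In this screen, compounds sit with the deubiquitinase complex (1nM) for 15 min at room temperature before Ub-Rho is added at 150nM final. Fluorescence rise is then followed for 6 reads every 60 seconds.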
* = called active by the depositor; ? = inconclusive; nt = no result given; & = joins results of further samples; [ ] = dose if it differs, or a comment. Unless noted, calls come from the whole dose curve; as a rule, active = well fitted curve in the direction sought with a large enough effect; inconclusive = small, poorly fitted or top-dose-only effect, or another doubt; inactive = no such curve, though single readings can be large; an effect the other way counts as inactive or inconclusive. These rows are one share of the data; rates above refer to the full screens.

compound	Glioma ERSR ind	Vif-APOBEC3F blk	mIDH1 inhibitor	rTrxR1 inhibitor	LDHA block	USP1-UAF1 inh	RGS4 inh	TrxR1 substrate	Vif-A3G inh
COc1ccccc1OCC(=O)NCC(c1cccs1)N1CCOCC1 (stereo unspecified)	-5%	-13%	-2%	3%	-4	-5%	5%	-5%	-3%
Cc1cc(-c2nnc(CCC(=O)NC(C)c3ccccc3Cl)o2)no1 (stereo unspecified)	-2%	-6%	6%	24%[57.1 µM]	-5	-21%	-22%	-5%[57.1 µM]	-2%
O=[N+]([O-])c1cccnc1Oc1ccc(C2SCCS2)cc1	5%	0%	10%	10%	-3	-20%	3%	-1%	0%
COc1ccc(OC)c(-c2cc(C(=O)N/N=C/c3ccc(F)cc3)c3ccccc3n2)c1	-3%	-16%	-2%	17%[57.1 µM]	-3	?	-16%	0%[57.1 µM]	-9%
COc1ccccc1CNc1nc2ccc(Cl)cc2n2cnnc12	nt	nt	nt	2%	-2	-12%	-16%	11%	nt
COc1ccc(/C=C/C(=O)c2cc(F)ccc2OC(=O)c2ccc(OC)c(OC)c2)cc1OC	6%	-12%	2%	15%	3	-19%	-36%	-2%	-12%
CNC(=O)COC(=O)c1cc2c(C)nn(-c3ccc(F)cc3)c2s1	-1%	3%	0%	15%	-5	-2%	2%	11%	0%
CC(=O)Nc1ccc(N(C(=O)CNC(=O)c2cccs2)C(C(=O)NC(C)(C)C)c2ccccc2)cc1 (stereo unspecified)	0%	8%	18%	17%	-7	-15%	-7%	7%	1%
CCOc1ccc(NC(=O)C2CCN(C(=O)C3CC(=O)N(c4ccc(C)cc4)C3)CC2)cc1 (stereo unspecified)	-4%	14%	2%	13%[57.1 µM]	0	-16%	-10%	5%[57.1 µM]	-5%
Cc1sc2ncnc(N3CCC(C(=O)Nc4ccc(Cl)cc4Cl)CC3)c2c1C	-3%	-4%	7%	4%	-4	-21%	-14%	24%	1%
COc1ccc(/C=C2\SC(=S)N(CCCC(=O)Nc3ccccc3C(=O)O)C2=O)cc1OC	-8%	-9%	3%	-13%	1	?	-5%	-10%	-17%
COc1ccc(Cc2c(O)nc(SCC(C)C)[nH]c2=O)cc1	-4%	0%	-1%	9%	-7	-24%	1%	4%	-9%
Cc1ccc(CN(C(=O)c2csnn2)C(C(=O)NC2CCCC2)c2ccc(C)o2)cc1 (stereo unspecified)	-15%	2%	0%	12%[57.1 µM]	-3	-13%	3%	8%[57.1 µM]	-7%
CCOC(=O)N1CCC(Nc2c(N3CCN(c4cccc(C(F)(F)F)c4)CC3)c(=O)c2=O)CC1	-2%	-1%	7%	3%[57.1 µM]	-4	-12%	-21%	5%[57.1 µM]	-4%
CCS(=O)(=O)N1Cc2ccccc2CC1C(=O)NCc1cccc(OC)c1 (stereo unspecified)	-4%	7%	2%	15%	1	-24%	2%	1%	1%
Cc1nnc(SCCC(=O)Nc2ccc(F)cc2)s1	-4%	14%	1%	-2%	-7	-9%	10%	0%	0%
Cc1c(C#N)sc2nc(-c3ccccc3)nc(N3CCCC3)c12	-1%	0%	0%	5%[57.1 µM]	-4	-17%	33%	15%[57.1 µM]	-6%
Cc1ccccc1C(=O)Nc1nnc(S(=O)(=O)N2c3ccccc3CC2C)s1 (stereo unspecified)	1%	-18%	0%	14%	-7	-7%	-32%	-1%	-3%
CC(OC(=O)c1ccncc1)C(=O)Nc1ccc([N+](=O)[O-])cc1Cl (stereo unspecified)	0%	8%	8%	12%	-5	-27%	28%	0%	1%
Cc1cc(C)c(C)c(S(=O)(=O)NC(C(=O)O)C(C)C)c1C (stereo unspecified)	-7%	5%	-5%	5%	-7	-21%	-15%	2%	-2%
COc1cccc2c1OC1(C)CC2NC(=O)N1c1cccc(C(=O)N2CCN(c3ccccc3)CC2)c1 (stereo unspecified)	1%	-8%	13%	18%[57.1 µM]	-1	-24%	-31%	-11%[57.1 µM]	0%
CC1CCN(S(=O)(=O)c2ccc(Br)s2)CC1	-1%	1%	2%	13%[57.1 µM]	-1	5%	10%	5%[57.1 µM]	0%
Cc1ccc2c(CC(=O)Nc3cccc(Cl)c3C)coc2c1	-2%	1%	2%	17%	4	-6%	1%	1%	2%
Cc1cc(C)cc(N=Cc2[nH]c3ccc(Br)c(Cl)c3c2O)c1	15%	?	4%	-57%	19	-22%	-30%	-11%	?
CCc1ccc(CNC(=O)c2cc(-c3ccc(Cl)s3)nc3ccccc23)cc1	1%	-3%	-10%	31%	-3	12%	15%	31%[activator]	-1%
CC(=O)c1c(C)[nH]c(C(=O)OCc2nnc(-c3ccc([N+](=O)[O-])cc3)o2)c1C	-4%	5%	4%	-1%	-5	-10%	6%	-7%	-8%
COc1ccccc1NC(=O)CN(Cc1ccco1)C(=O)c1ccc(-n2nc(C)cc2C)cc1	-2%	-8%	1%	7%	7	-20%	-20%	7%[57.1 µM]	-8%
O=C(O)c1cccc(Nc2ccc3nonc3c2[N+](=O)[O-])c1	-1%	2%	-1%	4%	-3	-8%	21%	-14%	0%
CCC(CC)NC(=O)/C=C/c1cccc([N+](=O)[O-])c1	0%	2%	6%	22%	-10	-7%	-22%	10%	2%
CC1CCCN(S(=O)(=O)c2cccc(C(=O)NCCCN3CCCC3=O)c2)C1 (stereo unspecified)	-2%	-9%	5%	nt	-2	4%	nt	nt	1%

Profiles as entered above. Order of values: Glioma ERSR ind	Vif-APOBEC3F blk	mIDH1 inhibitor	rTrxR1 inhibitor	LDHA block	USP1-UAF1 inh	RGS4 inh	TrxR1 substrate	Vif-A3G inh
O=C(O)c1cccc(Nc2ccc3nonc3c2[N+](=O)[O-])c1 is listed as -1%	2%	-1%	4%	-3	-8%	21%	-14%	0%
Cc1ccccc1C(=O)Nc1nnc(S(=O)(=O)N2c3ccccc3CC2C)s1 (stereo unspecified) is listed as 1%	-18%	0%	14%	-7	-7%	-32%	-1%	-3%

Continued.
compound	Glioma ERSR ind	Vif-APOBEC3F blk	mIDH1 inhibitor	rTrxR1 inhibitor	LDHA block	USP1-UAF1 inh	RGS4 inh	TrxR1 substrate	Vif-A3G inh
C[C@]12C=CC(=O)C=C1CC[C@@H]1[C@@H]2[C@@H](O)C[C@@]2(C)[C@H]1CC[C@]2(O)C(=O)COC(=O)CCC(=O)O	-7%&-2%	1%	-8%	12%	-6	-14%	9%	1%	1%
Cc1sc2nc(C)n(/N=C/c3ccccc3O)c(=O)c2c1C	-6%	-2%	0%	10%	2	-7%	16%	-4%	1%
CC(C)CCN1C(=O)CC(NNC(=O)c2ccc(S(=O)(=O)N3CCCC3)cc2)C1=O (stereo unspecified)	4%	0%	2%	13%	-1	-13%	19%	3%	-1%
CC(C)N1C(=S)SC(C)(C)C1NO (stereo unspecified)	-1%	2%	0%	19%[57.1 µM]	-7	-13%	-12%	10%[57.1 µM]	1%
COc1cccc(C2CC(c3cccc(OC)c3)n3nc(N)nc3N2)c1 (stereo unspecified)	-1%	-3%	-3%	10%[57.1 µM]	-1	?	-16%	6%[57.1 µM]	0%
CCc1ccc(CNC(=O)c2ccc3c(c2)c(C)c(C)n3Cc2ccccc2)cc1	0%	6%	-22%	28%[57.1 µM]	-6	?	-24%	3%[57.1 µM]	-1%
O=C(CSc1nccc(=O)[nH]1)N1CCOCC1	-5%	1%	13%	25%	-2	-30%	-11%	10%	-5%
CCc1nn(CC(=O)NCc2cccc(OC)c2OC)c(=O)c2cc3occc3n12	nt	nt	nt	5%	12	-19%	-1%	1%	nt
CN(C)c1ccc(N2C(=O)CC(Nc3ccc(N4CCOCC4)cc3)C2=O)cc1 (stereo unspecified)	-4%	-9%	11%	-13%	-3	1%	2%	6%[57.1 µM]	-1%
CCC(C)(C)n1nnnc1C(c1cc2cc(C)cc(C)c2[nH]c1=O)N1CCN(C(=O)c2ccco2)CC1 (stereo unspecified)	-5%	-1%	-8%	?	-7	-6%	-5%	10%	0%
CCC(CC)C(=O)N1CCc2cc(OC)c(OC)cc2C1COc1ccc2c(C)cc(=O)oc2c1 (stereo unspecified)	-4%	2%	-24%	10%	-12	-14%	8%	2%	-1%
CN(CCCCCCCCC(=O)/C=N/O)Cc1ccccc1	-3%	3%	4%	27%	2	-3%	20%	9%	-6%
COCCNC(=O)Cc1c(C)c2c(cc(C)c3c(C)coc32)oc1=O	-3%	0%	3%	27%	0	-2%	-32%	82%[activator]	4%
N#Cc1cccc(NC(=O)COC(=O)C2CCC2)c1	-2%	?	-1%	4%[57.1 µM]	-6	-6%	16%	-1%[57.1 µM]	-2%
COC(=O)c1ccc(S(=O)(=O)NNC(=O)COc2ccc(C)cc2)cc1	-5%	-8%	2%	12%	3	-11%	3%	3%	0%
O=C(CSc1nnc(COc2ccc3c(c2)CCCC3)o1)Nc1ccc(F)cc1	-3%	0%	0%	20%	0	-13%	9%	-11%	0%
CC(=O)c1cccc(NC(=O)CCc2nc3cccnc3n2Cc2cccs2)c1	-2%	-29%	-9%	?	-4	-15%	-48%	-4%	-2%
Brc1c(CSc2nnc(-c3ccco3)o2)nc2ccccn12	2%	7%	10%	-6%[57.1 µM]	1	-17%	0%	7%[57.1 µM]	-1%
COc1ccc(NC(=O)c2ccco2)cc1NC(=O)COc1ccccc1Cl	-3%	1%	-13%	22%	-8	-3%	-18%	23%	8%
